From PubChem
M1 antag = human M1 muscarinic receptor antagonists, primary screen, CHO-K1 cells, Fluo-8 calcium fluorescence, 1536-well | inhibition, % at 3 µM | 1.3% of 360,000 active | AID 588852, 2011 | CHO-K1 hM1, ACh EC80 antagonist;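 active = percent inhibition above its own plate's cutoff, namely the mean of that plate's compound wells plus 3 SD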;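 also: peak over basal fluorescence ratio during 140 s after agonist addition; 0% = ACh EC80 plus DMSO and 100% = DMSO alone without agonist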
Target sequence (P11229 whole entry, looked up): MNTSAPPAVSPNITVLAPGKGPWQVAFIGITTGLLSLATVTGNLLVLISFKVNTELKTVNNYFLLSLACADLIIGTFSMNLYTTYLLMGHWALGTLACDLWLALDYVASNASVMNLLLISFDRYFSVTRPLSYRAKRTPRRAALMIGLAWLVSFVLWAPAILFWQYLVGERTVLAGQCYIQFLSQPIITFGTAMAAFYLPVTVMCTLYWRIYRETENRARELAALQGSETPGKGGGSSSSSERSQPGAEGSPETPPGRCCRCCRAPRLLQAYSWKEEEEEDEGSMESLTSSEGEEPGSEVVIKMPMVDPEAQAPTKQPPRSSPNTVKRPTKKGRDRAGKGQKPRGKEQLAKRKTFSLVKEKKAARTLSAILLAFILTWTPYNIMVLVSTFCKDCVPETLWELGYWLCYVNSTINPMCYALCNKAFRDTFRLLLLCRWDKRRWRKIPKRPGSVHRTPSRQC
OXTR potentiate = human OXTR potentiators, primary screen, fluorescence, CHO-OTR cells, Fluo-8 calcium | Oxytocin receptor (Homo sapiens), P30559 | Fluo-8 calcium fluorescence, potentiator mode; 0% = oxytocin EC15, 100% = EC100 | activation, % at 3 µM | 0.061% of 320,000 active | AID 2445, 2010;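 active = activation above that plate's cutoff, the mean activation of tested compounds plus 3 SD, cut at about 6.6% in these data, passing the limit was not always enough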;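 also: 100% uses oxytocin at 75 nM as the full agonist control; some results filed as inactive read as strong as hits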
Target sequence (P30559 whole entry, looked up): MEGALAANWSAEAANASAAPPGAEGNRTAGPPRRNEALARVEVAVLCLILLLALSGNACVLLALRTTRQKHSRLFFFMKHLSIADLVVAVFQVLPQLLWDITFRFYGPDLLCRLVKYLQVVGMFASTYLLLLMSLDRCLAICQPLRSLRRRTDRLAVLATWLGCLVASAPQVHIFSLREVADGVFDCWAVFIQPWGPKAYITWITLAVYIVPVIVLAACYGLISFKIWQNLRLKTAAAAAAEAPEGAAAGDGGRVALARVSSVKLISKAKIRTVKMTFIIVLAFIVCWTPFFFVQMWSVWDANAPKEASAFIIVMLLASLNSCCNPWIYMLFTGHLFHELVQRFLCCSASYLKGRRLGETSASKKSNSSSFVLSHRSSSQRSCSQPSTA
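Dosing: Single dose, 3.0 µM nominal final compound concentration | Material: Human OTR in CHO cells | Technique: Kinetic Fluo-8 calcium fluorescence | Benchmarks: EC15 oxytocin alone as 0%, 75 nM oxytocin as 100% | Probe or stimulus: Oxytocin at about EC15, sub-maximal agonist stimulus | Incubation: Compound 6 min at room temperature before oxytocin, 100 s read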
CHRM4 antagonist = human M4 muscarinic receptor antagonists, primary screen, CHO cells, Fluo-8 calcium fluorescence. AID 624125, 2012. 0.73% of 360,000 active. CHO-hM4 cells, ACh EC80. inhibition, % at 3 µM;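 active = inhibition above its plate's cutoff, the mean inhibition of sample wells plus 3 SD, cut at about 27% in these data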;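 also: 0% = acetylcholine EC80 with DMSO and 100% = DMSO without agonist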
CHRM1 agonist = human M1 muscarinic receptor agonists, primary screen, Fluo-8 calcium fluorescence, CHO-K1 cells, HTS; CHO-K1 hM1, agonist mode; 0% DMSO, 100% acetylcholine EC100; activation, % at 3 µM; 0.33% of 360,000 active; AID 588814, 2011;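 active = activation above the run's mean compound activation plus 3 SD, cut at about 16% in these data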;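 also: peak over basal fluorescence ratio within a 140 s kinetic read after compound addition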
M4 ag = human M4 muscarinic receptor agonists, primary screen, CHO-K1 cells, Fluo-8 calcium fluorescence; CHO-K1 hM4/Gqi5; vehicle 0%, full acetylcholine response 100%; activation, % at 3 µM; Muscarinic acetylcholine receptor M4 (Homo sapiens), P08173; 0.14% of 360,000 active; AID 624127, 2012;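 active = activation above the run mean over all test wells plus 3 SD, cut at about 32% in these data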;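 also: peak over basal fluorescence ratio per well then scaled between controls; 0% = DMSO wells and 100% = acetylcholine at EC100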
CHO parental Ca = ATP-evoked calcium signal inhibitors, parental CHO, primary screen, counter-screen for OX1R antagonist project, cell-based, fluorescence, Fluo-8 calcium dye. parental CHO-K1, ATP-induced calcium, Fluo-8 fluorescence. inhibition, % at 5.6 µM. 0.63% of 330,000 active. AID 463079, 2010;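 active = inhibition above that plate's mean sample inhibition plus 3 SD, cut at about 26% in these data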;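 also: 0% = ATP-challenged DMSO wells and 100% = DMSO wells without ATP; some compounds past the cut are filed as inactive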
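Material – parental CHO cells · Reagent – ATP stimulus · Compound – single nominal dose of 5.6 µM per compound · Detection – Fluo-8 fluorescence · Read-out basis – percent inhibition of calcium signal · Controls – ATP-challenged DMSO wells low, unchallenged DMSO wells high · Repeats – no replicates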
CHRM1 PAM = human M1 muscarinic receptor positive allosteric modulators, primary screen, CHO-K1 cells, Fluo-8 calcium fluorescence, 1536-well; Muscarinic acetylcholine receptor M1 (Homo sapiens), P11229; CHO-K1 hM1, ACh EC20; 0% = ACh EC20, 100% = maximal ACh; activation, % at 3 µM; 0.088% of 360,000 active; AID 588819, 2011; in the data active = activation above about 19%, passing the limit was not always enough
CHO-K1 Ca ag = counter-screen for M1 agonists: effect in parental CHO-K1 cells. activation, % at 3 µM. 0.48% of 360,000 active. Fluo-8 calcium fluorescence; scaled to maximal ATP response, vehicle zero. AID 602248, 2012; in the data active = activation above about 15%;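 also: untransfected CHO-K1 host cells lacking M1 receptor as counterscreen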
CHO-K1 Ca antag = counter-screen for M1 antagonists: effect in parental CHO-K1 cells | inhibition, % at 3 µM | AID 602250 | ATP-induced calcium, Fluo-8 fluorescence | 0.6% of 360,000 active;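 active = inhibition above a per-plate cutoff, the plate's mean sample inhibition plus 3 SD, cut at about 24% in these data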;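 also: 0% = DMSO plus EC80 ATP and 100% = DMSO alone without ATP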
Numbers without * were called inactive; · = not tested or not shown; & = joins results of further samples.

SMILES	M1 antag	OXTR potentiate	CHRM4 antagonist	CHRM1 agonist	M4 ag	CHO parental Ca	CHRM1 PAM	CHO-K1 Ca ag	CHO-K1 Ca antag
NC(=S)c1ccc(OCCCc2ccccc2)cc1	4	·	1	-3	-1	·	-4	-0.1	-7
O=C(c1ccc(NC(=S)Nc2ccc(F)cc2F)cc1)N1CCOCC1	-3	-6	-8	-6	1	10	7	-0.3	-5
O=c1[nH]c(C2CCN(S(=O)(=O)c3ccccc3F)CC2)nc2c1nnn2Cc1ccc2c(c1)OCCO2	-4	-4	-14	-3	1	-8	2	0.5	-12
COCCNC(=S)NNc1ccc(Cl)c(C(=O)O)c1	-10	0	-4	-4	1	-4	9	2.3	-12
COc1ccc(CCn2c(N)c(C(=O)NCc3ccco3)c3nc4ccccc4nc32)cc1OC	-3	-10	13	-3	9	-7	2	3.6	-19
O=C1C=CC(n2cc(F)c(=O)[nH]c2=O)O1 (stereo not given)	-19	·	-9	-2	0	·	13	0.0	14
Cc1ccn(CC(=O)N2CCCC(N3CCN(c4cccc(Cl)c4)CC3)C2)n1 (stereo not given)	5	-6	2	-1	2	-15	2	1.8	0
Cn1c(=O)oc2cc(S(=O)(=O)Nc3ccc(C(=O)O)cc3)ccc21	-9	·	-11	1	1	·	4	0.3	-15
Cc1cc(N2CCN(C)CC2)nc2ccc(NC(=S)N3CCCCCC3)cc12	3	-5	11	1	1	-14	5	5.8	0
CN(C)CC[n+]1ccc(C(=O)c2ccccc2)cc1	-22	-9	-3	-9	0	-3	13	0.2	-2
COc1ccc(Br)cc1C(=O)Nc1ccc(O)cc1	-6	-7	1	1	1	-15	9	-0.1	-10
Cc1nn(Cc2ccccc2)c(Cl)c1/C=C/C(=O)OCC(=O)N(C)C1CCS(=O)(=O)C1 (stereo not given)	11	-18	18	-11	13	-9	-20	5.5	1
Cc1c(-n2c(SCC(=O)NC(C)C(C)C)nc3ccccc3c2=O)c(=O)n(-c2ccccc2)n1C (stereo not given)	4	-7	2	-4	0	-16	0	0.1	4
Cc1csc2nc(CCNS(=O)(=O)c3ccc4c(c3)OCCO4)cn12	0	-2	-2	-5	2	-3	-2	0.6	-3
CC1CCCCN1CCCNC(=O)c1cc(Br)c(Br)[nH]1 (stereo not given)	18	-13	6	-8	2	-4	-15	1.9	-10

Of the compounds above, 3 have fluorine:
SMILES	M1 antag	OXTR potentiate	CHRM4 antagonist	CHRM1 agonist	M4 ag	CHO parental Ca	CHRM1 PAM	CHO-K1 Ca ag	CHO-K1 Ca antag
O=C(c1ccc(NC(=S)Nc2ccc(F)cc2F)cc1)N1CCOCC1	-3	-6	-8	-6	1	10	7	-0.3	-5
O=c1[nH]c(C2CCN(S(=O)(=O)c3ccccc3F)CC2)nc2c1nnn2Cc1ccc2c(c1)OCCO2	-4	-4	-14	-3	1	-8	2	0.5	-12
O=C1C=CC(n2cc(F)c(=O)[nH]c2=O)O1 (stereo not given)	-19	·	-9	-2	0	·	13	0.0	14

Profiles as entered above.
COCCNC(=S)NNc1ccc(Cl)c(C(=O)O)c1 is listed with M1 antag: -10; OXTR potentiate: 0; CHRM4 antagonist: -4; CHRM1 agonist: -4; M4 ag: 1; CHO parental Ca: -4; CHRM1 PAM: 9; CHO-K1 Ca ag: 2.3; CHO-K1 Ca antag: -12
Cc1c(-n2c(SCC(=O)NC(C)C(C)C)nc3ccccc3c2=O)c(=O)n(-c2ccccc2)n1C (stereo not given) is listed with M1 antag: 4; OXTR potentiate: -7; CHRM4 antagonist: 2; CHRM1 agonist: -4; M4 ag: 0; CHO parental Ca: -16; CHRM1 PAM: 0; CHO-K1 Ca ag: 0.1; CHO-K1 Ca antag: 4

Other results.
SMILES	M1 antag	OXTR potentiate	CHRM4 antagonist	CHRM1 agonist	M4 ag	CHO parental Ca	CHRM1 PAM	CHO-K1 Ca ag	CHO-K1 Ca antag
CN(C(=S)NCCN1CCOCC1)C(c1ccccc1)c1ccccc1	-10	-3	5	-5	1	-14	12	0.3	-10
O=C(NC1CCSC1=O)c1ccc(Oc2cccc(C(F)(F)F)c2)nc1 (stereo not given)	-19	-11	-2	-2	2	5	6	1.9	-3
O=C(CSCc1ccc(Cl)cc1)N/N=C/c1ccccc1	-2	-15	2	-3	1	-9	4	0.1	9
O=C(CN1C(=O)NC(CCc2ccccc2)C1=O)Nc1ccc(F)c(F)c1F (stereo not given)	-12	-5	-1	-2	1	-7	11	0.8	-9
Fc1ccc(Nc2nc(-c3cccnc3)cs2)cc1	-11	-11	-7	-2	5	-6	7	3.2	-11
Cc1cc(=O)[nH]c(SCC(=O)N2CCCCC2)n1	-13	-6	-17	3	1	-3	9	1.4	-18
COc1c2ccoc2nc2c(OC)c(O)ccc12	-8	-3	-3	5	-1	-5	13	0.0	-11
CSc1cccc(NC(=O)COC(=O)C2CCN(S(=O)(=O)c3ccccc3)CC2)c1	2	-10	11	-4	9	7	-3	3.6	-4
Cc1cc(C)c(NC(=O)CS(=O)CC(=O)Nc2ccc(F)cc2F)c(C)c1 (stereo not given)	-3	-5	8	0	1	-4	8	0.4	-1
COc1ccccc1-c1nn(Cc2ccccc2)cc1C(=O)NCC(c1ccco1)N1CCCC1 (stereo not given)	-2	-5	0	-9	0	-14	0	0.2	-14
CCCc1nc2sc3c(c2c(=O)n1NC(=O)CCCl)CCCC3	-9	1	-10	-6	-2	-28	1	0.0	1
CC1(C(=O)N2Cc3ccccc3C2)CCN1C(=O)C1(c2ccccc2)CC1 (stereo not given)	-12	·	-2	-1	2	·	2	0.6	-9
CC(=O)Nc1cccc(NC(=O)CSc2ccc3nnc(CCNC(=O)c4ccccc4)n3n2)c1	15	-7	-3	-4	1	0	-5	0.5	-11
O=C(N/N=C/c1ccccc1O)C1CCCC1	-16	-1	5	-3	0	-6	10	1.6	-15
CCOC(=O)NC(=O)/C(N=Nc1cccc(C(F)(F)F)c1)=C(\C)O	3	6	-12	-4	1	-10	9	0.6	9

4 of the entries above in order of their number in CHRM4 antagonist, high to low:
Compound	CHRM4 antagonist
O=C(CN1C(=O)NC(CCc2ccccc2)C1=O)Nc1ccc(F)c(F)c1F (stereo not given)	-1
O=C(NC1CCSC1=O)c1ccc(Oc2cccc(C(F)(F)F)c2)nc1 (stereo not given)	-2
CC(=O)Nc1cccc(NC(=O)CSc2ccc3nnc(CCNC(=O)c4ccccc4)n3n2)c1	-3
O=C1C=CC(n2cc(F)c(=O)[nH]c2=O)O1 (stereo not given)	-9

Other structures
SMILES	M1 antag	OXTR potentiate	CHRM4 antagonist	CHRM1 agonist	M4 ag	CHO parental Ca	CHRM1 PAM	CHO-K1 Ca ag	CHO-K1 Ca antag
Cc1cc(C(C)(C)C)ccc1OCCN(C)C	-12	-12	2	-3	2	-11	8	0.4	-4
Cc1ccc(S(=O)(=O)N2CCCCC2)cc1NC(=O)COC(=O)c1ccc(O)cc1	-4	-16	7	-3	11	-4	-3	5.5	-11
O=C1C=C(c2cccc(Br)c2)C[C@@H](c2ccc3c(c2)OCO3)C1	0	-5	-5	-5	1	-7	2	0.0	-14
CCOc1cc(S(=O)(=O)NCc2ccccn2)ccc1Cl	-15	-6	-3	-2	3	-5	6	1.7	-16
CCCNCc1cc(OC)c(OCC(=O)NCCc2ccccc2)cc1Br	-5	-4	11	-8	0	-8	5	5.7	-4
C=CCOC(=O)C1=C(C)NC(SC)=C(C#N)C1c1ccc(OCC)cc1 (stereo not given)	0&-14	-6	-7&-4	-7&-8	7&1	-3	-8&-1	0.7&0.7	-17&-7
O=C1CCC(C(=O)OCc2ccccc2)N1 (stereo not given)	0	-3	4	-5	0	4	-2	5.5	-9
C[C@@H]1CCCCO[C@@H](CN(C)Cc2ccc(C(F)(F)F)cc2)[C@@H](C)CN([C@H](C)CO)C(=O)c2cc(N(C)C)ccc2O1	-17	·	-11	-9	-2	·	8	-0.3	1
CNC(=O)c1c(NC(=O)CS(=O)(=O)c2ccc(Cl)cc2)sc(C)c1C	11	-15	-12	0	9	-6	-3	5.3	-3
Cc1ccc(C(=O)Nc2ccc(S(=O)(=O)NC3=NCCCCC3)cc2)c(C)c1	0	-3	-3	-4	0	-7	-1	1.3	4
Cn1c(SCC(=O)N2CCCC2=O)nc2ccccc2c1=O	17	5	5	2	12	-13	-11	4.1	-4
O=C(COC(=O)C1(c2ccccc2F)CCCC1)N1CCN(C(=O)c2ccco2)CC1	22	-1	4	-8	1	-2	-15	5.8	14
O=C(COc1ccccc1)Nc1ccc(-c2ccc(N3CCOCC3)nn2)cc1	-3	-1	-9	-3	6	-7	-3	0.3	8
COc1ccc(-n2ncc(C(C)NS(=O)(=O)c3cccs3)c2C)cc1 (stereo not given)	-16	-11	-2	-1	2	-14	17	2.2	-12
COc1ccc(C(=O)NC(=S)NCc2cccnc2)cc1[N+](=O)[O-]	-5	-4	5	-13	0	-10	10	1.4	-8
O=C(NCc1ccc2c(c1)OCO2)c1ccccc1	-18	6	-2	-3	0	-8	10	0.2	-6
CCCCNC(=O)C1CC(=O)N(c2ccc(OC)cc2)C1c1ccc(OC)cc1 (stereo not given)	-3	-12	-1	1	0	-1	6	0.3	-8
CCCn1c(N)c(N(CCOC)C(=O)c2cc(-c3ccco3)nc3ccccc23)c(=O)[nH]c1=O	-6	-5	6	2	1	-8	5	3.2	11
CCOCCCNC(=S)Nc1cc(OCC)c(NC(=O)c2ccco2)cc1OCC	0	-13	4	-2	0	-30	7	0.3	-13
CCN(CC)CCCNC(=O)c1cc(-c2ccc(O)cc2)on1	2	-6	-7	-10	0	2	-3	0.9	-2
OCCN1CCN(C(=S)c2ccc(Br)cc2)CC1	16	4	3	-3	1	1	-10	0.3	-5
Cc1cccc(NC(=O)C2(C)CC3c4ccccc4C2c2ccccc23)c1C (stereo not given)	12	-10	2	-4	-1	-22	-8	-0.2	7
Cc1ccc(S(=O)(=O)N(CCC(=O)Nc2ccc(OC(F)(F)F)cc2)c2ccccc2)cc1	-3	-6	2	-11	-1	-11	4	-0.8	7
Cc1cc(C(=O)C(C)Sc2cccc[n+]2[O-])c(C)n1-c1ccc(Cl)cc1 (stereo not given)	3	-9	-2	-2	3	-7	-2	3.2	-7
Cn1c(NC(=O)C2CC2)cc(=O)n(C)c1=O	-16	-9	-7	0	2	7	10	0.9	-7
O=[N+]([O-])c1cc(Cl)ccc1NCCNS(=O)(=O)c1ccccc1	-3	-9	-2	-3	5	-13	6	1.7	5
O=C(CSc1nnc(-c2c[nH]c3ccccc23)o1)N1c2ccccc2CCc2ccccc21	14	-9	10	1	1	-13	-2	0.1	-6
